Assay outcomes as filed in PubChem BioAssay.
TRHR enhancer: TRH receptor (human) allosteric enhancement. P34981. TRHR cells, fluo-8 calcium fluorescence, EC20 TRH enhancement. enhancement, % at 2 µM. 360,000 compounds, 0.66% hits; in the data active means enhancement above about 30%; further: 0% is about no effect
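Enhancer read-out: after compound pinning and an initial kinetic agonist-mode read, an EC20 of TRH (10 nM final) was injected and fluo-8 calcium signal (Ex 480/Em 530) followed at 1 s/cycle for 100 cycles in TRHR-expressing cells.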
D1 PAM: potentiators of human D1 dopamine receptor. P21728. HEK293 TREx D1 cells, calcium flux, dopamine EC20 potentiation. potentiation, % at 10 µM. 360,000 compounds, 0.036% hits. AID 504651; in the data active means potentiation above about 30%; further: 0% is about no effect
D1 antagonist: human D1 dopamine receptor antagonism. P21728. HEK293 TREx D1 cells, calcium flux, dopamine EC80; stronger effect = lower value. activity change, negative = inhibition, % at 10 µM. 360,000 compounds, 3.2% hits; in the data active means activity change below about -30%; further: on the % scale 0 is the no-effect control and ±100 the full control effect
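Cells carrying a force-coupled, tetracycline-inducible human D1 receptor report calcium flux. Each well gets a 10 s baseline, compound with 180 s monitoring, then an EC80 dopamine stimulus with a second 180 s kinetic read.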
D2 ag: D2 dopamine receptor (human) agonism; P14416; HEK293 T-REx D2 cells, calcium flux agonist mode; activation, % at 2 µM; 340,000 compounds, 0.53% hits; AID 485358;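 active means activation over 3 SD above normal in the single-dose calcium agonist read, cut at about 30% in these data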; further: 0% is about no effect
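HEK293 Trex D2 cells, tetracycline-induced, o/n 30 C 5% CO2; no-wash Ca dye, RT 30–90 min; 10-cycle baseline, 23 nl cpd added, kinetic Ca read 180 s; agonist hits = positive Ca response.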
D2 antag: antagonists of human D2 dopamine receptor | P14416 | HEK293 TREx D2 cells, calcium flux, dopamine EC80 | inhibition, % at 10 µM | 340,000 compounds, 2% hits; in the data active means inhibition above about 30%; further: 0% is about no effect
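Inhibition of EC80 dopamine-driven calcium flux, recorded kinetically, defines activity here; cells are a tetracycline-induced HEK293 T-REx line expressing force-coupled D2.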
RXFP1 antag: antagonists of human relaxin receptor RXFP1; Q9HBX9; HEK293-RXFP1, relaxin-stimulated cAMP HTRF, 30 min; stronger effect = lower value; activity change, negative = inhibition, % at 57.5 µM; 350,000 compounds, 0.59% hits; AID 1259400;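 active means activity change of -60% or lower, but not beyond a set lower limit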; further: on the % scale 0 is the no-effect control and ±100 the full control effect
Target sequence (Q9HBX9 whole entry, looked up): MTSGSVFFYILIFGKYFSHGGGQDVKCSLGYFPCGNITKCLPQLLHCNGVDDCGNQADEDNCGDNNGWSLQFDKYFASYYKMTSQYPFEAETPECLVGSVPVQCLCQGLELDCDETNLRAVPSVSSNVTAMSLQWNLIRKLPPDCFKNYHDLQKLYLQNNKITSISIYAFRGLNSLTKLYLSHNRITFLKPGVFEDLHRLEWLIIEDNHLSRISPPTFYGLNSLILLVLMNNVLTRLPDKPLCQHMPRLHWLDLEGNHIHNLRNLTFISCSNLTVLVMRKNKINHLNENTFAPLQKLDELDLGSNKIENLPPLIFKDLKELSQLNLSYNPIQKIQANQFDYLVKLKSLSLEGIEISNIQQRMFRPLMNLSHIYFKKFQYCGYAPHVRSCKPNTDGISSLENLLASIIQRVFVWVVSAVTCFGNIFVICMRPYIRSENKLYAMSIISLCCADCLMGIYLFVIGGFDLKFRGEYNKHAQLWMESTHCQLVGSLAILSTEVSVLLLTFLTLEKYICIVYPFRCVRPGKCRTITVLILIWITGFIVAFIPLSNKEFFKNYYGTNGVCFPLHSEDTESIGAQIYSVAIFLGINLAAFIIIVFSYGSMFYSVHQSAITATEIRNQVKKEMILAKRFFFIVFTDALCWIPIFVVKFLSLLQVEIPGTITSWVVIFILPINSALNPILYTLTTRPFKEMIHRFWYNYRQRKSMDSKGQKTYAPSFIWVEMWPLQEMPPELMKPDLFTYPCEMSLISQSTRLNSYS
D2 PAM: D2 dopamine receptor (human) potentiation | P14416 | HEK293 T-REx D2, calcium flux, EC20 dopamine potentiation | potentiation, % at 10 µM | 340,000 compounds, 0.34% hits;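 active means potentiation over 3 SD above the plate norm, cut at about 30% in these data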; further: 0% is about no effect
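Cells plated with tetracycline inducer and held overnight at 30 C; calcium dye loaded 30–90 min at room temperature; baseline taken, compound added and read 180 s; EC20 dopamine then added and read 180 s.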
D1 ag: activates the human D1 dopamine receptor. P21728. HEK293 T-REx D1 cells, calcium flux, agonist mode. activation, % at 2 µM. 360,000 compounds, 1% hits. AID 504660; in the data active means activation above about 30%; further: 0% is about no effect
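Tetracycline-induced HEK293 TREx D1 cells, force-coupled to calcium signalling, were dye-loaded with a no-wash calcium kit. Compound was pin-added after a 10 s baseline. Fluorescence was read kinetically at 1 cycle/s for 180 s, with calcium rises flagged as agonism.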
RXFP1 agonist: agonists of human relaxin receptor RXFP1. AID 2676. 370,000 compounds, 0.3% hits. Potency, µM (highest dose often 57.5 µM), for the others: at the highest dose activation, usual class: activators. HEK293T-RXFP1 cAMP TR-FRET, 30 min; response scale: percent of porcine relaxin response, buffer zero. Q9HBX9; active means well fitted activation curve with a large enough effect; further: potency means the concentration at half of the fitted maximal effect; on the % scale 0 is the no-effect control and ±100 the full control effect; nearly all actives have a fitted effect of over 60% in size; many of its hits are not listed in these tables
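HEK293T cells stably expressing RXFP1 were pretreated with the PDE4 inhibitor Ro 20174, exposed to compounds for 30 min at 37C, lysed, and cAMP was read by TR-FRET. Data normalized to buffer (basal) and 29 nM porcine relaxin (100%).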
Starred values were filed as active, the others as inactive; / = not tested or not shown; & = joins results of further samples.

SMILES	TRHR enhancer	D1 PAM	D1 antagonist	D2 ag	D2 antag	RXFP1 antag	D2 PAM	D1 ag	RXFP1 agonist
Cc1nc2ccc(NC(=O)COc3ccccc3F)cc2s1	-6	-3	-2	-2.0	11	3	-8	4	1.6%
Cc1ccc(C)c(CNS(=O)(=O)c2ccc3c(c2)C(C)(C)C(=O)N3C)c1	7&-5	1&-4	-1&2	0.0&0.1	-2	-7	1&1	-1&3	0.0%&1.0%
NS(=O)(=O)c1ccc(CCNCC(=O)N2CCC(Cc3ccccc3)CC2)cc1	3	5	-4	-0.3	/	5	13	5	2.1%
COc1cc(NC(=O)CSc2nc3nc(C)c(Cc4ccc(C)cc4)c(C)n3n2)cc(OC)c1	4	-1	23	-0.5	/	-23	0	4	2.8%
CC(C)c1ccccc1NC(=O)COC(=O)c1cccnc1	4	0	-5	0.7	-8	6	-9	0	-3.3%
C=CCn1c(NC(=O)c2ccc(C)cc2)c(C#N)sc1=N	-10	-2	-6	1.4	-2	-3	-1	2	0.4%
O=S(=O)(Nc1ncccn1)c1ccccc1	4	1	2	1.2	-8	-14	-11	1	-1.3%
Cc1csc2nc(CCNS(=O)(=O)c3cccs3)cn12	-4	-8	-8	-1.2	3	5	-10	2	1.8%
COc1ccccc1C(=O)Nc1ccc2oc(-c3ccc(F)cc3)nc2c1	10	-5	0	0.0	-18	11	15	1	13%
CCOC(=O)c1c(C)c(C(=O)NCc2ccc(Cl)cc2)c(C)n1C	35*	-5	6	0.5	/	/	-26	1	-0.8%
CCN(C(=O)CCc1nnc2ccc(NCc3ccco3)nn12)c1ccccc1	13	-2	29	0.3	1	-2	-15	1	1.3%
Cc1ccc(N2CC(C(=O)Nc3nnc(SCC(=O)Nc4cc(C)on4)s3)CC2=O)cc1 (stereo not drawn)	1	-2	2	-0.3	-4	-2	-1	2	2.1%
O=C(Cn1cnc2ccccc21)N/N=C/c1ccccn1	-2	3	-8	0.0	15	-4	-3	-1	0.1%
O=C(NOCc1ccccc1)c1ccccc1	-2	-1	-1	0.4	3	/	13	-1	0.0%
O=C(CSc1nc2ccccc2s1)NC1CCCc2ccccc21 (stereo not drawn)	-2	-10	3	/	/	-15	/	4	2.6%
Cc1cc(C(=O)Nc2ccc(-n3c(C)nc4ccccc4c3=O)cc2)ccc1[N+](=O)[O-]	11	2	/	-4.5	/	/	4	0	0.8%
CCCCc1ccc(C(=O)Nc2ccc3nc(N(CC)CC)cc(C)c3c2)cc1	-2	-1	9	/	/	/	-4	1	14%
CN(C)c1ccc(NC(=S)NC(=O)/C=C/c2ccc(Cl)cc2)cc1	-1	-3	-27	-0.2	18	-8	-6	1	1.3%
C=CCc1ccc(OCCOCCNCCCC)c(OC)c1	-13	-1	/	-0.9	-6	-7	-16	12	-0.5%
Cc1ccc(S(=O)(=O)N2CCOCC2)cc1NS(=O)(=O)c1ccc(F)c(F)c1	0	/	7	-0.2	12	6	5	6	0.2%

Retrieved by compound from the entries so far:
SMILES	TRHR enhancer	D1 PAM	D1 antagonist	D2 ag	D2 antag	RXFP1 antag	D2 PAM	D1 ag	RXFP1 agonist
CCN(C(=O)CCc1nnc2ccc(NCc3ccco3)nn12)c1ccccc1	13	-2	29	0.3	1	-2	-15	1	1.3%
O=C(CSc1nc2ccccc2s1)NC1CCCc2ccccc21 (stereo not drawn)	-2	-10	3	/	/	-15	/	4	2.6%
O=C(Cn1cnc2ccccc21)N/N=C/c1ccccn1	-2	3	-8	0.0	15	-4	-3	-1	0.1%
Cc1nc2ccc(NC(=O)COc3ccccc3F)cc2s1	-6	-3	-2	-2.0	11	3	-8	4	1.6%

New compounds follow
SMILES	TRHR enhancer	D1 PAM	D1 antagonist	D2 ag	D2 antag	RXFP1 antag	D2 PAM	D1 ag	RXFP1 agonist
O=C(O)c1cc(S(=O)(=O)Nc2ccccc2Cc2ccccc2)ccc1Cl	2	-2	-2	0.0	-8	-17	2	-2	4.7%
Cc1cc(Cl)nc(Cl)c1C(=O)NCCc1ccccc1	13	0	-6	0.1	15	-9	3	1	1.7%
O=C(COc1ccc(S(=O)(=O)NC2CCCCC2)cc1)N1CCN(c2cccc(Cl)c2)CC1	2	-6	-15	0.6	0	-4	-2	10	-0.3%
Cc1ccc(C(=O)NN2C(=O)c3ccc(S(=O)(=O)c4ccc(C(=O)O)cc4)cc3C2=O)cc1	-4	-10	-43*	0.7	63*	-3	-14	2	-0.6%
COc1ccccc1CNC(=O)COC(=O)c1ccc(S(=O)(=O)N2CCCC2)cc1	15	-1	-7	-1.7	26	-16	13	13	0.6%
CCOC(=O)c1ccccc1NC(=O)CCc1c(C)nc2c(c1C)c(=O)n(C)c(=O)n2C	-8	-1	5	-0.1	/	/	-1	3	8.5%
CCc1ccc(NC(=O)CSc2nc3nccnc3c(=O)n2CCc2c[nH]c3ccccc23)cc1	9	1	5	1.2	/	-1	9	10	7.0%
O=C(NCC1CCCN1S(=O)(=O)c1ccccc1)C(=O)NC1CC1 (stereo not drawn)	2	-4	18	1.4	8	-5	-2	2	1.6%
Cc1ccc(-c2cc(C(=O)NCc3ccc4c(c3)OCO4)no2)cc1	6	-3	7	/	/	-5	/	2	0.9%
CC(C)n1nc(C(=O)Oc2ccc(Cl)cc2)c2ccccc2c1=O	2	7	23	0.1	17	/	2	3	-0.8%
COc1cc(C)ccc1OCc1cc(C(=O)N2CCCCCCC2)no1	39*	-2	-13	0.3	-25	-15	-4	0	-1.2%
C/C=C/c1ccc(OCCOCCOc2cccc3cccnc23)c(OC)c1	15	-3	3	-0.9	-2	19	4	6	0.2%
O=C(Nc1ccccc1)N1CCCN(c2nccc(C(F)(F)F)n2)CC1	-2	-7	-11	0.9	4	13	-3	15	3.0%
FC(F)(F)c1cccc(NC(=S)Nc2ccc(Cl)c(Cl)c2)c1	1	-2	-12	-0.1	8	-28	-5	11	-0.9%
CCCCCCCCNC(=O)/C(C#N)=C/c1ccc2c(c1)OCCO2	8	0	-6	-1.4	-12	0	7	7	0.2%
O=C(O)c1ccc(OCCn2ccnc2)cc1	-8	-6	-7	0.6	15	/	-17	0	1.4%
CCOc1ccc(-c2cc(C(=O)N3CCN(C)CC3)c3ccccc3n2)cc1	-9	-2	-19	0.3	14	-7	6	2	-2.8%
CN1CCN(C(=O)c2ccc(N3CCCC3=O)cc2)CC1	10	-4	-4	-0.8	13	-16	8	3	0.3%
Cc1ccc(/C=N/n2c(-c3cccc(Cl)c3)n[nH]c2=S)o1	-4	-2	-35*	-2.0	-10	-24	-5	-1	0.5%
N/C(=N\OC(=O)Cc1cccs1)c1ccccc1	-2	-8	-38*	-0.9	18	-6	2	1	0.9%
c1ccc(-c2nnc(SCC3CCCCO3)nc2-c2ccccc2)cc1 (stereo not drawn)	-5	-7	3	0.1	0	-14	0	4	1.0%
COC(=O)C(C(=O)OC)C(C[N+](=O)[O-])c1ccc(OC)cc1 (stereo not drawn)	3	-3	-5	0.7	1	29	-6	0	0.1%
O=S(=O)(c1ccc2c(c1)OCCO2)N1CCC(n2nnc3cc(C(F)(F)F)ccc32)CC1	5	-6	-9	/	/	1	/	5	0.8%
Oc1ccc(C(=S)N2CCCC2)cc1	11	6	-9	0.5	9	3	-6	4	2.7%
CN(c1ccccc1)S(=O)(=O)c1cccc(NC(=O)CSc2ncn[nH]2)c1	5	-6	-20	0.2	9	-3	5	4	-0.9%
CC(C)c1nn2c(=O)cc(COC(=O)c3cccc(NC(=O)c4ccccc4F)c3)nc2s1	-1	-1	18	1.0	/	10	2	3	-0.8%
CC(=O)c1c(Nc2ccccc2)sc(C(=O)c2ccccc2)c1C	3	6	18	-0.2	9	/	0	5	0.9%
O=C(NC(c1ccc(Cl)cc1)c1c(O)ccc2ccccc12)c1ccccc1 (stereo not drawn)	-10	-9	-16	-0.2	-2	/	-3	2	1.1%
CCCOc1ccc(/C=C/C(=O)Nc2ccc([N+](=O)[O-])cc2)cc1	-2	-7	-43*	/	/	-14	/	14	0.5%
CCOC(=O)c1ccc(NC(=O)CC2C(=O)N(c3ccc(F)cc3)C(=O)N2CCC(C)C)cc1 (stereo not drawn)	2	1	1	0.4	-4	3	3	0	-0.3%
O=C(c1ccc(NS(=O)(=O)c2cccc(F)c2)cc1)N1CCCCC1	-1	-2	-5	-0.2	2	-2	8	14	-2.2%
CN(C)c1oc(COc2ccccc2F)nc1C#N	-1	-7	-5	0.7	2	-8	3	0	0.0%
COc1ccc(OCc2cc(C(=O)NCC(C)Oc3cccnc3)no2)c(Cl)c1 (stereo not drawn)	0	-1	-15	-1.0	9	1	-3	7	3.3%
O=C(CNC(=O)c1ccco1)Nc1ccc(Cl)cc1	-17	-4	-4	-0.2	-18	0	-1	-1	4.9%
CCOc1ccc(/C=N/Nc2nc(N3CCCC3)nc(N3CCCC3)n2)cc1OC	9	-9	-5	0.5	-16	8	10	0	0.2%
Cc1cc(C(=O)CSc2nnc(-c3cccs3)n2Cc2ccccc2)c(C)n1C	5	-2	-7	0.1	10	-8	-1	5	-0.2%
COc1cccc(-n2cc3c(=O)n(C)c(=O)n(C)c3c2)c1	-1	2	10	/	/	-20	/	1	0.2%
COc1ccc(NC(=O)Cn2nnc(C(=O)NCc3ccccc3Cl)c2N)cc1Cl	-11	0	2	0.6	/	4	2	1	-1.1%
CCN(CC)C(=O)C(Sc1nnnn1-c1ccc(O)cc1)c1ccccc1 (stereo not drawn)	-4	4	-6	-1.7	3	-2	-13	1	0.0%
CNCC(O)c1ccc(OC(=O)C(C)(C)C)c(OC(=O)C(C)(C)C)c1 (stereo not drawn)	2	-5	25	1.2	-10	/	0	3	-1.5%
O=C1CCCC2=C1C(c1ccco1)Nc1ccc3ccccc3c12 (stereo not drawn)	25	-18	-36*	-1.7	-21	/	8	8	0.5%
O=C1/C(=C/c2ccncc2)SC(=S)N1N1CCOCC1	-8	-1	-26	-0.6	-1	-34	8	7	-0.9%
COC(=O)c1ccc(NC(=O)Cn2nc(SC)n(N)c2=S)cc1	-7	2	6	0.2	-13	7	-15	1	-0.1%
O=S(=O)(NC1CCCC1)c1ccccc1Cl	-1	1	0	-0.1	-9	-2	2	-1	0.0%
C=CCn1c(=O)[nH]c2nc3cc(N=CN(C)C)c(C)cc3nc2c1=O	-2	2	-3	30*	-6	14	4	57*	3.2%

Only RXFP1 antag (3 entries from above):
Structure	RXFP1 antag
COc1ccccc1CNC(=O)COC(=O)c1ccc(S(=O)(=O)N2CCCC2)cc1	-16
NS(=O)(=O)c1ccc(CCNCC(=O)N2CCC(Cc3ccccc3)CC2)cc1	5
Cc1ccc(-c2cc(C(=O)NCc3ccc4c(c3)OCO4)no2)cc1	-5

Only part of the results is shown; count on the stated rates, not on these rows.
